# Bioassay records (PubChem)
# SIAH1 antagonists – Siah-1 peptide-binding antagonists, primary screen, biochemical, fluorescence polarization, rhodamine-plectin, uHTS (AID 1817). 0.02% of 290,000 active. one-dose displacement, % at 20 µM; IC50 in µM for titrated hits. Siah-1 / rhodamine-plectin peptide fluorescence polarization; higher % means a stronger effect;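 active = displacement of at least 50% at 20 µM, with a fluorescence ratio check between 0.3 and a set limit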;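 also: plate controls were Siah plus tracer with DMSO for no effect and tracer alone without Siah for full effect; strong numbers were not always called active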
# TNAP activation fold – stimulation of alkaline phosphatase TNAP activity – biochemical, luminescent, no phosphate acceptor, uHTS, primary screen (AID 1001). 0.03% of 200,000 active. activation fold at 20 µM; hits with a dose series show EC50 in µM. purified TNAP, luminescent activation assay, no phosphate acceptor; higher activation fold means a stronger effect; in the data active = activation fold from about 3, or a potency from the dose series; inactive = the rest, 99 in 100 with activation fold below about 1.6; also: many of its hits are not listed in these tables
# WT yeast gro inh – growth inhibition of WT yeast, mitochondrial fusion screen; mitochondrial fusion phenotypic screen, WT strain; inhibition, % at 10 µM; AID 1362; 2.1% of 190,000 active; in the data active = inhibition above about 58%; tested in S. cerevisiae
# XIAP antagonists – small molecules displacing peptide from XIAP – biochemical, IAP family, fluorescence polarization (AID 1018) | XIAP BIR domain, fluorescence polarization peptide displacement; higher % means a stronger effect | displacement, % at 20 µM; hits with a dose series show IC50 in µM | 0.007% of 200,000 active; in the data active = displacement above about 50%; also: a part of the inactive calls stands beside numbers as strong as those of hits
# PMI inhibitors – MPI enzyme activity inhibition – biochemical, fluorescence intensity, coupled assay, primary screen (AID 1209); purified PMI enzyme, coupled fluorescence intensity; higher % means a stronger effect; inhibition, % at 20 µM; hits with a dose series show IC50 in µM; 0.42% of 190,000 active;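 also: plate controls were DMSO vehicle for no effect and wells lacking substrate for full effect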
# human PMI inhibitors – MPI inhibition at elevated mannose 6-phosphate – biochemical, fluorescence intensity, high mannose 6-phosphate, primary screen (AID 1220). recombinant PMI enzyme, coupled fluorescence intensity; higher % means a stronger effect. inhibition, % at 20 µM, or IC50 in µM where a hit was titrated. 0.66% of 190,000 active
# Myeloid diff 2 – promotes myeloid progenitor differentiation; 1% of 360,000 active; ER-HoxA9 myeloid progenitors, lysozyme-GFP differentiation, flow cytometry; calls only at 10 µM;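 active = normalized GFP-positive differentiation at or above the plate's own cutoff, the solvent-only control mean plus 3 SD; inconclusive = no clear call, values can overlap the other calls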;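 also: cells exposed to compound for four days before flow analysis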
# Salmonella PhoP GFP – PhoP-dependent GFP reporter repression – Salmonella Typhimurium, primary screen (AID 1863); one-dose inhibition, % at 50 µM; IC50 in µM for titrated hits; S. Typhimurium PhoP-regulated promoter GFP reporter, 4 h; higher % means a stronger effect; 0.16% of 300,000 active;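 active = inhibition over 29.93%, a cutoff 3 SD above the screen mean, later confirmed by dose response; inconclusive = inhibition over 29.93% but no dose response follow-up; inactive = inhibition at most 29.93% or unconfirmed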;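 also: 0% = low Mg2+ inducing control and 100% = high Mg2+ repressing control; strong numbers were not always called active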
# RSV CPE inhibition – RSV antiviral activity via CPE protection, HEp-2 cells, primary 10 µM value included (AID 2391) | HEp-2 cells, RSV-induced CPE inhibition; higher % means a stronger effect | CPE inhibition, % at 10 µM, or IC50 in µM where a hit was titrated | 0.13% of 310,000 active; in the data active = a potency from the dose series; inconclusive = CPE inhibition mostly from about 23% at the one dose, without a potency; inactive = the rest, 99 in 100 with CPE inhibition below about 21%; also: strong numbers were not always called active
# WT yeast gro inh mutant strain – further read-out of WT yeast gro inh, marked with its call; inhibition, %; mitochondrial fusion phenotypic screen, mutant strain inhibition
# Myeloid diff 2 GFP+ MAC1+ % – further read-out of Myeloid diff 2, marked with its call; GFP+ MAC1+ double positive, %; measured here: differentiation confirmed by MAC1 staining
# * marks the source's active call; other numbers are inactive results; i = inactive; ? = inconclusive; . = not tested or not shown. Rule as the data show it, unless noted: active = inhibition above about 50%; inactive = the rest.
SMILES,SIAH1 antagonists,TNAP activation fold,WT yeast gro inh,WT yeast gro inh mutant strain,XIAP antagonists,PMI inhibitors,human PMI inhibitors,Myeloid diff 2,Myeloid diff 2 GFP+ MAC1+ %,Salmonella PhoP GFP,RSV CPE inhibition
CCc1nnc(NC(=O)c2cc(C)nc3ccccc23)s1,2%,1.2,-6,1,-7.1%,-18%,-6%,i,0.1,-4%,4.0%
O=S(=O)(Nc1ccc(-c2nc3cccnc3s2)cc1)c1cc(F)ccc1F,-3%,.,.,.,.,.,.,i,0.3,6%,3.4%
COc1ccc(-n2cc(CNCCc3cnc[nH]3)c(-c3cccc(F)c3)n2)cc1,-8%,1.4,0,-18,-6.4%,.,.,i,0.2,2%,-1.1%
Fc1ccc(Sc2nc(-c3ccccc3)nnc2C(F)(F)F)cc1,-1%,1.1,46,53,3.8%,6%,7%,?,.,-14%,-1.7%
NC(=O)NCc1cccc(Cl)c1,4%,1,-6,1,-4.0%,-11%,-14%,i,1.8,-2%,0.1%
Cc1cc(-c2nn(-c3ccccc3F)cc2CN2CCC(C(N)=O)CC2)c(C)s1,11%,1.1,2,11,-2.7%,14%,12%,i,0.4,-1%,-0.7%
O=C(CS(=O)(=O)Cc1ccccc1)Nc1nc2ccccc2s1,0%,1.1,3,0,2.6%,8%,8%,i,0.9,-7%,-0.1%
O=S1(=O)CC2SC(=S)N(Cc3ccccc3)C2C1 (stereo not given),1%,.,.,.,.,.,.,i,0.7,-9%,0.6%
COC(=O)c1sc(S(=O)(=O)NC(C)C(=O)O)c(C(=O)OC)c1C (stereo not given),4%,1,-2,1,-5.3%,-14%,-9%,i,0.3,-11%,-0.1%
COc1ccc(-c2cnnc(N/N=C/c3ccc(C)o3)n2)cc1,3%,1.3,14,10,-2.8%,-1%,3%,i,0.0,-1%,4.0%
c1ccc2oc(CCc3nc4ccccc4o3)nc2c1,1%,1.1,.,.,-5.7%,8%,13%,i,0.9,.,3.5%
Cc1ccccc1C(=O)NCCN1CCOCC1,4%,1.1,-6,2,-5.8%,-1%,-3%,i,0.7,-9%,-0.2%
O=C1CC(c2ccccc2)CC2=C1C(c1ccccn1)Nc1ccccc1N2 (stereo not given),-2%,1.1,0,-7,-8.1%,1%,0%,i,3.0,6%,-1.9%
COc1ccc(NC(=O)c2cc(C(C)C)on2)c(OC)c1,-1%,1.1,25,-5,-0.8%,14%,14%,i,1.1,15%,1.5%
CC(=O)NCc1ccc(C(=O)CCl)s1,15%,1.1,-11,-18,-1.9%,-23%,-9%,i,0.2,4%,1.1%
CCOC(=O)C1CCCN(C(=O)c2ccc3oc(CCc4ccccc4)nc3c2)C1 (stereo not given),1%,.,.,.,.,.,.,i,5.5,-2%,-0.5%
COc1cccc(-c2cc(C(=O)N/N=C/c3ccco3)c3ccccc3n2)c1,-2%,.,.,.,.,.,.,i,0.9,6%,-0.1%
N#C/C(=C\c1cccc(OC(=O)c2cccs2)c1)C(N)=O,2%,1.1,-6,-10,-0.9%,3%,3%,i,0.4,-5%,1.8%
CCN1CCN(CCCN(Cc2ccco2)C(=S)Nc2cc(Cl)ccc2C)CC1,1%,1,-1,3,-2.3%,-4%,-6%,i,0.4,-8%,-1.3%
CCCn1c2ccccc2c2cnn(CC(=O)OC)c(=O)c21,14%,.,.,.,.,.,.,i,1.1,-2%,1.9%
COc1ccc(Cl)cc1S(=O)(=O)n1c([N+](=O)[O-])cnc1C,-2%,.,.,.,.,.,.,i,0.1,-2%,2.7%
CCOc1ccc(S(=O)(=O)N(CC(=O)O)c2ccc(C)cc2)cc1,-4%,1,-4,2,-6.1%,9%,1%,i,7.2,5%,2.5%
O=C(/C=C/Nc1ccc(S(=O)(=O)Nc2cnc3ccccc3n2)cc1)c1cccnc1,0%,.,.,.,.,.,.,i,0.7,24%,1.6%
O=C(NNc1nc2c(F)cccc2s1)C1=COCCO1,9%,2.6,4,-8,-2.7%,3%,7%,i,0.6,7%,1.7%
COc1ccccc1NC(=O)C1CCCN1C(=O)NCc1ccccc1 (stereo not given),1%,1.1,4,4,-1.4%,-1%,4%,i,0.7,18%,0.7%
SMILES,SIAH1 antagonists,TNAP activation fold,WT yeast gro inh,WT yeast gro inh mutant strain,XIAP antagonists,PMI inhibitors,human PMI inhibitors,Myeloid diff 2,Myeloid diff 2 GFP+ MAC1+ %,Salmonella PhoP GFP,RSV CPE inhibition
COc1ccccc1C(=O)NCCC(=O)Nc1ccc(C)cn1,5%,.,.,.,.,.,.,i,0.2,-2%,2.5%
COc1ccc(CN(C(=O)CO/N=C/c2ccccc2)c2ccccc2C(=O)O)cc1,-2%,0.9,-21,-5,-2.2%,8%,5%,i,0.7,0%,1.8%
O=C(/C=C/Nc1cccc(C(F)(F)F)c1)c1ccc(Oc2ncccn2)cc1,3%,1,22,-3,-7.2%,20%,16%,i,0.6,3%,2.6%
CC(O)Cc1cn([C@@H](CCCCN)C(=O)N2CCNCC2)nn1 (stereo not given in full),0%,1,1,0,-6.4%,-4%,-8%,i,1.2,6%,3.8%
Cc1cc(NC(=O)CSc2ccc3nnc(CCNC(=O)c4ccccc4)n3n2)no1,15%,1.1,-16,7,-0.5%,0%,2%,i,0.7,-2%,0.7%
Cc1cc(NC(=O)CCCSc2nc(-c3ccco3)cc(C(F)(F)F)n2)no1,1%,1,-3,-13,-8.2%,2%,-5%,i,1.0,-5%,1.7%
Cc1cc(C)n2cc(CSc3nnnn3C)nc2n1,-1%,1,6,1,-2.4%,-6%,-14%,i,0.8,-3%,2.6%
Cc1cccc(/C=C/c2onc(C)c2S(=O)(=O)N2CCC(C(=O)N3CCC(C)CC3)CC2)c1,-2%,.,.,.,.,.,.,i,3.8,-3%,9.4%
O=C(NC(=S)Nc1ccc2c(c1)OCCO2)c1cccc(Br)c1,0%,1,37,13,-2.6%,16%,14%,i,0.2,?,47%
Cc1ccc(O)c(NC(=O)c2cc(C)no2)c1,-2%,.,.,.,.,.,.,i,1.4,1%,3.2%
CCOC(=O)C1CCN(C(=O)C(C)c2ccc([N+](=O)[O-])cc2)CC1 (stereo not given),2%,1,-4,-1,-5.2%,7%,10%,i,0.1,6%,1.6%
C/C(=N\N1CCN(c2ccc(Cl)cc2)CC1)c1cccc([N+](=O)[O-])c1,2%,1.1,27,4,-3.9%,3%,1%,i,0.4,8%,3.7%
CCOc1cc(N2CCOCC2)c(OCC)cc1NC(=O)Cn1cnc2c(=O)n(C)c(=O)n(C)c21,-2%,1,17,21,-3.1%,-6%,19%,i,0.1,4%,1.8%
N#Cc1nc(-c2cccs2)oc1NCc1ccccc1Cl,-7%,1.1,-11,-8,-2.5%,-6%,-2%,i,0.5,-4%,?
Oc1ccc(C(=S)N2CCN(c3cccc(Cl)c3)CC2)cc1,-2%,1.2,32,3,-5.2%,59%*,26%,i,1.6,-1%,8.7%
COc1ccc(NC(=O)Nc2ccc3nccnc3c2)cc1,-2%,1,-2,-2,-3.6%,-7%,4%,i,0.5,7%,2.6%
COC(=O)c1ccc(C(C(=O)NC2CCCCC2)N(CCc2ccccc2)C(=O)Cc2cccs2)cc1 (stereo not given),6%,1.1,-14,-8,-2.1%,12%,4%,i,0.1,-9%,2.5%
O=[N+]([O-])c1ccc(O)c(C=Nc2ccc3nc(-c4ccccc4)[nH]c3c2)c1,-5%,1,-19,2,-2.7%,4%,8%,i,1.4,-1%,1.0%
CCn1c(SCC(=O)Nc2ccc(S(N)(=O)=O)cc2)nnc1-c1cccc(OC)c1,0%,1.1,0,2,-4.0%,-3%,-2%,i,0.9,12%,1.0%
O=C(CCC1CCCCC1)NCc1ccc(F)cc1,-6%,1,1,1,0.3%,-5%,1%,i,0.3,-2%,-0.1%
C=CCOc1ccc(CNc2ccc3[nH]c(=O)[nH]c3c2)cc1,-6%,1,-4,-18,-6.2%,.,.,i,0.3,1%,3.6%
CC(=O)Nc1ccc(C(=O)N(C)C(C(=O)Nc2ccc(C)cc2)c2ccccn2)cc1 (stereo not given),1%,1,-8,-2,-19%,-12%,-13%,i,0.3,-8%,1.7%
CC(=O)C(c1ccccc1)C(c1ccccc1)C(C)[N+](=O)[O-] (stereo not given),-2%,.,.,.,.,.,.,i,0.7,10%,1.4%
CCc1ccc(N(C(=O)c2csnn2)C(C(=O)NC(C)(C)C)c2ccccn2)cc1 (stereo not given),14%,1,16,-4,0.9%,0%,-2%,i,0.7,5%,-0.2%
COc1ccc(N2C(=O)CC(NCC#N)C2=O)cc1 (stereo not given),6%,.,.,.,.,.,.,i,0.7,-5%,4.6%
COc1ccc(COCC(O)CN(Cc2ccccc2)C(C)C)cc1OC (stereo not given),2%,1,-23,11,-4.6%,-1%,3%,i,1.4,-4%,2.3%
CC1CN(CCCCOc2cccc(Oc3ccccc3)c2)CC(C)O1 (stereo not given),2%,1.1,47,53,-5.1%,15%,7%,i,0.9,-7%,-2.2%

# 9 of the compounds above, bar-delimited:
mol | SIAH1 antagonists | TNAP activation fold | WT yeast gro inh | WT yeast gro inh mutant strain | XIAP antagonists | PMI inhibitors | human PMI inhibitors | Myeloid diff 2 | Myeloid diff 2 GFP+ MAC1+ % | Salmonella PhoP GFP | RSV CPE inhibition
Cc1cc(C)n2cc(CSc3nnnn3C)nc2n1 | -1% | 1 | 6 | 1 | -2.4% | -6% | -14% | i | 0.8 | -3% | 2.6%
Cc1cccc(/C=C/c2onc(C)c2S(=O)(=O)N2CCC(C(=O)N3CCC(C)CC3)CC2)c1 | -2% | . | . | . | . | . | . | i | 3.8 | -3% | 9.4%
O=C(NC(=S)Nc1ccc2c(c1)OCCO2)c1cccc(Br)c1 | 0% | 1 | 37 | 13 | -2.6% | 16% | 14% | i | 0.2 | ? | 47%
Cc1ccc(O)c(NC(=O)c2cc(C)no2)c1 | -2% | . | . | . | . | . | . | i | 1.4 | 1% | 3.2%
CCOC(=O)C1CCN(C(=O)C(C)c2ccc([N+](=O)[O-])cc2)CC1 (stereo not given) | 2% | 1 | -4 | -1 | -5.2% | 7% | 10% | i | 0.1 | 6% | 1.6%
C/C(=N\N1CCN(c2ccc(Cl)cc2)CC1)c1cccc([N+](=O)[O-])c1 | 2% | 1.1 | 27 | 4 | -3.9% | 3% | 1% | i | 0.4 | 8% | 3.7%
CCOc1cc(N2CCOCC2)c(OCC)cc1NC(=O)Cn1cnc2c(=O)n(C)c(=O)n(C)c21 | -2% | 1 | 17 | 21 | -3.1% | -6% | 19% | i | 0.1 | 4% | 1.8%
N#Cc1nc(-c2cccs2)oc1NCc1ccccc1Cl | -7% | 1.1 | -11 | -8 | -2.5% | -6% | -2% | i | 0.5 | -4% | ?
Oc1ccc(C(=S)N2CCN(c3cccc(Cl)c3)CC2)cc1 | -2% | 1.2 | 32 | 3 | -5.2% | 59%* | 26% | i | 1.6 | -1% | 8.7%
